HCMV inh: blocks human cytomegalovirus replication; HFF cells, HCMV-luciferase reporter, 72 h; stronger effect = lower value; activity change, negative = inhibition, % at 57.5 µM; hit rate 4.5% among 410,000; AID 1259415; in the data active = activity change below about -60%; inconclusive = no clear call, values can overlap the other calls; inactive = above about -39%
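Human foreskin fibroblasts infected with luciferase-reporter HCMV at MOI 1 PFU/cell, compounds at two doses. Luciferase measured 72 h post infection; normalized to buffer-only basal and Salinomycin (10uM) controls.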
HCV inh: inhibitors of hepatitis C virus infection; Huh7.5.1 HCVcc-Cre infection, luciferase reporter, 44 h; hit rate 3.4% among 340,000; AID 651820; Potency, µM (series often up to 41.8 µM), for inactives: at the highest dose activity change, negative = inhibition, actives largely listed as inhibitors; active = well fitted inhibition curve with a large enough effect; inconclusive = small, poorly fitted or top-dose-only effect, or another doubt; inactive = no such curve, though single readings can be large or run the other way; also: potency is read from the fitted curve at half-maximal effect
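A cell-based infection assay in which seeded cells (1,000 per well) receive test compound after 4 h, are inoculated with HCVcc-Cre at approximately 0.5 moi, and are incubated 44 h before luminescence detection.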
Starred values were filed as active, the others as inactive; ? = inconclusive; [ ] = another dose, or the depositor's remark. % is scaled to controls: 0 for no effect and ±100 for the full control effect. Some of the compounds tested; count on the stated rates, not on these rows.

SMILES | HCMV inh | HCV inh
C=C1C(=O)OC2C1C(OC(=O)C(C)=CC)CC(=C)C1C(O)C3OC3(C)C21O (stereo not drawn) | ? | -28.0%
Cc1ccc(S(=O)(=O)N2CCN(CCO)CC2)cc1-c1nnc2c3ccccc3c(C)nn12 | -24.6 | -4.5%
CCC1(c2ccccc2)SCC(c2ccccc2)=NC1=O (stereo not drawn) | -39.4 | -24.7%
CCN(C(=O)COC(=O)CCCc1c[nH]c2ccccc12)c1c(N)n(Cc2ccccc2)c(=O)[nH]c1=O | 0.0 | 5.0%
COc1cc(Br)cc2cc(C(=O)OC3CCN(C)CC3)c(=O)oc12 | -7.2 | 2.4%
CN(CC(=O)Nc1cc(S(=O)(=O)N2CCCC2)ccc1Cl)Cc1nc2ccccc2c(=O)[nH]1 | 65.0 | ?
CN1CCc2nc(SCc3ccc(Cl)cc3)c(C#N)c(-c3cccs3)c2C1 | -108.8* | ?
COc1cc(C(=O)NCCc2ccc3c(c2)OCO3)cc(OC)c1OC | 85.3 | -8.6%
CCCCCCCCCCCCCCCC[N+](C)(C)CCl | ? | 12.0%
CC1=CC(c2ccccc2)n2nc(N)nc2N1 (stereo not drawn) | 12.5 | ?
O=c1[nH]c2ccccc2cc1-c1nnn(-c2ccccc2)n1 | 6.1 | 14.4%
CC1=CC2(C)C(C3C(C)=CC2(C)C(=O)C3(C)O)C(C)(O)C1=O (stereo not drawn) | -37.1 | 15.3%
CC(=O)OC1CC(OC2C(O)CC(OC3C(O)CC(OC4CCC5(C)C(CCC6C5CCC5(C)C(C7=CC(=O)OC7)C(O)CC65O)C4)OC3C)OC2C)OC(C)C1OC1OC(CO)C(O)C(O)C1O (stereo not drawn) | -100.8* | ?
CC(=O)Nc1ccc(OCc2ccccc2)cc1[N+](=O)[O-] | -10.6 | 0.6%
Nc1c(Br)cc2c3c(cccc13)-c1ccccc1-2 | -33.1 | 2.82µM*
CC(=O)N(C)c1ccc(N=Cc2cc3c(cc2[N+](=O)[O-])OCO3)cc1 | -25.3 | 16.7%
O=C(NC1CCCCC1)N1Cc2ccccc2-n2nncc2C1 | 16.9 | ?
Cc1cccc[n+]1CC(=O)c1ccc(Cl)cc1 | -5.3 | 0.7%
Cn1c(CSc2nc3ccccc3s2)nnc1SCC(=O)NCc1cccnc1 | 49.5 | 10.1%
COc1cccc2cc(-c3cn4cccc(C)c4n3)c(=O)oc12 | 90.8 | 5.1%
Cc1ccc(NC(=O)c2ncn(CCCNCC3CCCO3)n2)cc1C (stereo not drawn) | 1.5 | 28.9%
O=C(COc1ccc(F)cc1)N/N=C/c1cccc2cccnc12 | -8.3 | -3.1%
Fc1ccc(N2C(=S)SC(=Nc3ccccc3)C2=Nc2ccccc2)cc1 | 19.8 | ?
CCC(CCc1ccccn1)C(=O)c1ccccc1 (stereo not drawn) | 19.3 | 12.6%
O=C1C=CC2(C=C1)O[C@H](Cc1ccccc1)[C@@H](Cc1ccccc1)O2 | -98.7* | 2.51µM*
CCC(C)c1ccc(S(=O)(=O)N2CCN(C(=O)c3ccc(Cl)c(S(=O)(=O)N4CCOCC4)c3)CC2)cc1 (stereo not drawn) | ? | ?
CN(c1ccccc1)c1ncccn1 | 6.7 | 15.8%
COc1cc2c(cc1OC)C13CCN4CC5CCOC6CC(=O)N2C1C6C5CC43 (stereo not drawn) | -7.8 | 11.3%
COC(=O)Nc1nc2ccccc2[nH]1 | 63.7 | 15.7%
COc1ccc(-c2csc(NC(C)c3nc4cc(C(=O)NCCCO)ccc4n3Cc3ccc(C)cc3)n2)cc1 (stereo not drawn) | 30.1 | -5.9%
O=C(NCCc1ccccc1O)c1cc2c(cc1[N+](=O)[O-])OCO2 | 32.3 | 10.0%
Cc1ccccc1C(c1ccccc1Cl)N(C)C (stereo not drawn) | -8.4 | -11.5%
CN(Cc1ccccc1)C(=O)c1ccc(NC(=O)Cc2ccc(NC(=O)C3CCCN(C(=O)C4CC4)C3)cc2)cc1 (stereo not drawn) | 3.4 | ?
O=C(Nc1ccc(NS(=O)(=O)c2ccccc2)c(Cl)c1)c1ccccc1 | -7.1 | -14.3%
O=P(Cc1ccccc1)(Cc1ccccc1)c1ccccc1 | 26.7 | 1.6%
C=CC[C@]12C[C@@H](OC)C(=O)C=C1O[C@@H](c1ccc(OC)c(OC)c1)[C@H]2C | -4.8 | ?
CN(c1ccc(O)cc1)c1nc(O)c(C2=c3ccccc3=NC2=O)s1 | ? | ?
O=C1C[C@@H]2c3c(cccc3CN1Cc1ccccc1)C[C@@H](O)[C@H]2O | 23.5 | 9.7%
O=c1[nH]c(C(F)(F)C(F)(F)C(F)(F)F)no1 | 7.8 | 29.0%
Brc1ccc(-c2nnc3sc(CN4CCc5ccccc5C4)cn23)cc1 | -12.1 | 2.5%
COc1ccc(CCNC(=O)C2CC3Cn4c(nc5ccccc54)C3N2c2ccccc2)cc1 (stereo not drawn) | 18.2 | -12.5%
CN(O)C(=S)c1ccccc1 | -97.9* | -10.2%
c1ccc(CNC2CN3CCC2CC3)cc1 (stereo not drawn) | 26.7 | 11.9%
CC(C)(C)OC(=O)N(CCc1ccccc1)Cc1cccc(OCc2cccc(NC(=O)c3ccccc3)c2)c1 | -36.4 | ?
CC(C)OCCCNc1nc2c(cnn2C)c(=O)[nH]1 | -13.2 | -20.3%
Cc1ccc(C(=O)C2CC2)cc1C | -10.1 | 25.6%
O=[N+]([O-])c1cccc(C=NNc2ccc3ccccc3n2)c1O | -96.8* | ?
O=C(NCc1cccc(Br)c1)C1CC2Cn3c(nc4ccccc43)C2N1c1ccccc1 (stereo not drawn) | 17.7 | 1.0%
CCC(=O)N1CCN(c2ccc(Cl)cc2NC(=S)NC(=O)c2ccco2)CC1 | 13.7 | -23.3%
Cc1ccc(S(=O)(=O)N2CCC[C@H]2C(=O)OCC(=O)N2c3ccccc3NC(=O)C2(C)C)cc1 | -20.6 | -1.4%

(further entries)
SMILES | HCMV inh | HCV inh
Cc1cn(C2CCCO2)c(=O)nc1N (stereo not drawn) | -37.3 | 32.3%[activator]
O=C1NC[C@H](Cc2ccccc2)N(C[C@H]2CCCN2C[C@H](Cc2ccccc2)N2C[C@H](Cc3ccccc3)N(CCc3ccccc3)C(=O)C2=O)C1=O | -33.4 | ?
Nc1ncnc2c1ncn2[C@@H]1O[C@H](COP(=O)(O)CP(=O)(O)O)[C@@H](O)[C@H]1O | -30.0 | 21.7%
O=C(COc1ccccc1)Nc1ccc(F)cc1 | 7.1 | 9.8%
COc1ccc(CN2CC[C@H]3C=CC[C@@H](C(=O)NCCc4ccccc4)[C@H]3C2=O)cc1OC | 10.2 | 4.8%
CCCCn1c(N)c(N(C(=O)CSc2nncn2-c2ccccc2C)C2CCCC2)c(=O)[nH]c1=O | -2.1 | 13.3%
Cc1cccc(NC(=O)CSc2nc3sc(C)cc3c(=O)n2C)c1 | -34.8 | -11.2%
O=C(NCC1(N2CCCCC2)CCCCC1)c1cccc(S(=O)(=O)Nc2ccccc2Cl)c1 | 8.1 | 15.5%
Cc1ccc(S(=O)(=O)SC/C=C/CSS(=O)(=O)c2ccc(C)cc2)cc1 | -1.6 | 6.3%
CCCCn1c(N)c(N(CCOC)C(=O)CCCn2c(=O)oc3ccccc32)c(=O)[nH]c1=O | -39.7 | 13.6%
O=C(Cn1ccc([N+](=O)[O-])n1)NCc1ccccc1 | 41.5 | 23.6%
CCc1nc(N)c(C#N)c(-c2cccn2C)c1C | -15.4 | 3.1%
CCN(CC)CCOC(=O)C(Cc1ccco1)Cc1cccc2ccccc12 (stereo not drawn) | -11.6 | -20.6%
O=C(O)C1CC2CCC1CC2 (stereo not drawn) | -24.4 | 18.7%
COC(=O)C1CCN(C(=O)C2CC(=O)N(c3ccc(C)c(Cl)c3)C2)CC1 (stereo not drawn) | 0.0 | 8.5%
COc1ccc(S(=O)(=O)NNC(=O)Nc2ccc(F)cc2)cc1 | 14.2 | 16.6%
CC1=NN(CCc2ccccn2)C(=O)CC1 | 17.1 | 30.5%[activator]
Cc1nnc2n(-c3ccccc3)c(=O)c3ccccc3n12 | 22.6 | 10.4%
COc1ccc(C(=O)C(=NNc2ccccc2)c2ccc(OC)cc2)cc1 | ? | ?
CC/C(=N/N=C(/CC)c1ccc(O)cc1)c1ccc(O)cc1 | -99.3* | ?
O=c1cn[nH]c2ccc(Br)cc12 | 16.1 | 29.4%
Cc1cn(CC(=O)NCC(C)c2ccccc2)c(=O)[nH]c1=O (stereo not drawn) | 9.8 | 19.7%
CCCCCCCCNS(=O)(=O)CCNCCCC | 9.3 | -23.1%
CCOCCCNC(=O)C1CCN(S(=O)(=O)c2c(C)noc2/C=C\c2ccc(OC)cc2)CC1 | 12.9 | -15.7%
O=C(O)C1C2CCCCC2=C2CCCCC2C1C(=O)Nc1nccs1 (stereo not drawn) | 29.3 | 11.0%
O=C1c2ccccc2C(=O)N1CCCCCCN1C(=O)c2ccccc2C1=O | -38.0 | 7.9%
Nc1ccc(S(=O)(=O)Nc2nccs2)cc1N=Nc1ccccc1[N+](=O)[O-] | 106.2 | 6.3%
CC1=NN(C)C(=O)C1Cc1c(F)cccc1Cl (stereo not drawn) | 7.2 | 4.4%
Fc1ccccc1COc1cccc2cccnc12 | 140.7 | -5.9%
O=c1cc(-c2ccccc2)c2ccc(O)cc2o1 | -13.6 | -15.6%
CCOc1cc(/C=N/NC(=O)c2cc(-c3cccc(OC)c3)nc3ccccc23)ccc1O | -33.8 | -20.8%
CSc1ccccc1NC(=O)CN(C)C(=O)C(C)SCc1nc2sc(C)c(C)c2c(=O)[nH]1 (stereo not drawn) | 57.9 | -20.7%
CN(Cc1ccccc1)C(=O)c1cccc(NC(=O)Cc2ccc(NC(=O)C3CCN(C(=O)CCc4ccccc4)CC3)cc2)c1 | -91.3* | 2.24µM*
c1cnc(OCCN2CC2)cn1 | -20.9 | 25.2%
Oc1c(Br)cc(-c2ccccc2)cc1Br | -25.3 | 3.2%
O=C(NCCCOC(=O)c1ccccc1)c1ccccc1 | -34.5 | -6.1%
COc1ccc(Cn2cc(CN3CCS(=O)(=O)N(Cc4ccc(-c5cccc(Cl)c5)cc4)C(C)C3=O)nn2)cc1 (stereo not drawn) | -29.8 | ?
CCOC(=O)[C@@H]1[C@H]2COc3ccc(Br)cc3[C@@H]2N2C(=O)N(c3cccc(Cl)c3)C(=O)[C@]12C | ? | ?
Cc1ccccc1C1CC(=O)c2ccccc2C1C (stereo not drawn) | ? | -8.1%
O=C(NN=Cc1ccccc1O)NN=Cc1ccccc1O | -96.4* | 5.01µM*
Cc1ccc(C)c2[nH]c(=O)c(CCNC(=O)c3ccc(Br)o3)cc12 | -14.5 | -19.9%
S=C(c1ccccc1)N1CCN(c2ccccc2)CC1 | ? | 0.3%
O=C(/C=C/c1ccccc1)Nc1cccc(C(=O)NCCc2ccccc2)c1 | -27.7 | ?
CCC(CC)C(=O)Oc1c(C(=O)N(C)C)cccc1-c1ccccc1 | 8.9 | -0.5%
CN1C(CCl)Nc2cc(Cl)c(S(N)(=O)=O)cc2S1(=O)=O (stereo not drawn) | -17.9 | 25.2%
CC(=O)OC1CC2(C)C(C(C)=O)CCC2C2CCC3=CC(=O)CCC3(C)C12 (stereo not drawn) | -28.0 | -4.9%
C[C@H](O)[C@@H]1C(=O)N2CCc3ccc(N4CCN(C)CC4)cc3[C@@H]2C[C@@H]1N(C)C(=O)Nc1cc(Cl)cc(Cl)c1 | -3.9 | ?
CC1C(=O)OC2CCN3CC=C(COC(=O)C(C)(O)C1(C)O)C23 (stereo not drawn) | -1.1 | 5.6%
COc1ccc(C2c3cc4c(cc3OC(N3CCOCC3)C2C)OCO4)c(OC)c1 (stereo not drawn) | ? | ?
Cc1ccc(S(=O)(=O)N(C)c2ccc(OCC(=O)OCc3cccc(Br)c3)cc2)cc1 | 0.0 | 2.2%
COc1ccccc1NC(=S)NC1CCCC1 | -24.5 | -12.6%
CCCCOCCCNC(=O)/C=C/c1ccccc1Cl | -1.4 | -1.8%

Source: PubChem BioAssay (National Center for Advancing Translational Sciences (NCATS))
